FBW7 act – FBW7 E3 ligase activators, primary screen, biochemical, AlphaScreen, human; F-box/WD repeat-containing protein 7 (Homo sapiens), Q969H0; AlphaScreen FBW7–phospho-cyclin E peptide binding, activator screen; normalized activity (activation), % at 26.1 µM; 650,000 compounds, 0.13% hits; AID 1259310, 2017; in the data active = normalized activity above about 1.9%;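 also: purified mutant Fbw7 with reduced substrate affinity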
MITF primary – MITF inhibitors, primary screen, biochemical, AlphaScreen, human. AlphaScreen MITF homodimerization, bead proximity signal. 650,000 compounds, 0.91% hits. AID 1259374, 2018. inhibition, % at 2.6 µM. Microphthalmia-associated transcription factor (Homo sapiens), O75030; in the data active = inhibition above about 50%;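 also: 0% = vehicle wells with protein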
Target sequence (O75030 whole entry, looked up): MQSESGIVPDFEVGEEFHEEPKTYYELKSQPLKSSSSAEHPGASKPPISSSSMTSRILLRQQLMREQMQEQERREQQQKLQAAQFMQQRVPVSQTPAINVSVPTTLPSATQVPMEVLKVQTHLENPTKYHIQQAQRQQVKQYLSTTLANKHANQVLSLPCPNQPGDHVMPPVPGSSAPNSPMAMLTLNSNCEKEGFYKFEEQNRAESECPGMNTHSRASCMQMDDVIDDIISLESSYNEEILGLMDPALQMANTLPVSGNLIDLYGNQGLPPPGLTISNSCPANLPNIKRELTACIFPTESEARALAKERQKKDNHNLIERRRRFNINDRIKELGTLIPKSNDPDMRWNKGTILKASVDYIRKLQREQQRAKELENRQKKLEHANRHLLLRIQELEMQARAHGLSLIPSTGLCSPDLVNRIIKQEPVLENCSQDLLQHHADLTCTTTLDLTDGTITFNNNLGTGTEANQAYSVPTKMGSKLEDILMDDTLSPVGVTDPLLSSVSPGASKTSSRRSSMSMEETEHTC
GPR151 ag – activators of human GPR151, primary screen, cell-based, PathHunter beta-arrestin, luminescence | PathHunter beta-arrestin GPR151 cells | activation, % at 11.2 µM | 650,000 compounds, 1% hits; in the data active = activation above about 4.9%;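 also: 0% = median of compound wells and 100% = cells with positive control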
Target sequence (Q8TDV0 whole entry, looked up): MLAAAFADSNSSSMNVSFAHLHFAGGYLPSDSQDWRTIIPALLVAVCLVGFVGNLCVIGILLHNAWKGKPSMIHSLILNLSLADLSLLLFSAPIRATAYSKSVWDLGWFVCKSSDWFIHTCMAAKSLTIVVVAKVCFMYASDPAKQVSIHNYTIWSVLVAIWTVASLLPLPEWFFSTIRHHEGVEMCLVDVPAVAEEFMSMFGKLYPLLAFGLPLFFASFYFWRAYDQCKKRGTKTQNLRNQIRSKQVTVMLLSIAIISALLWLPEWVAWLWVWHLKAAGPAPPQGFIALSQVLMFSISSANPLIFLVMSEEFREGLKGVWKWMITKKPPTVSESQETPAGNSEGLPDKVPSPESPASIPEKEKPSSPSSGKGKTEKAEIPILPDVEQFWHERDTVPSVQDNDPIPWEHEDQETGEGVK
TEAD-YAP block – TEAD-YAP interaction inhibition, primary screen, TEAD-YAP interaction inhibitor project, luminescence, HEK-TIYL cells; inhibition, % at 9.12 µM; 640,000 compounds, 1.4% hits; TEAD-Gal4/YAP UAS-luciferase luminescence; AID 1259422, 2018; in the data active = inhibition above about 32%;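 also: 0% = median of test compound wells and 100% = reference inhibitor wells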
* = called active by the depositor. Outcome played no part in choosing rows; overall some 3.5% were active at least once.

mol | FBW7 act | MITF primary | GPR151 ag | TEAD-YAP block
O=C(NC(=S)Nc1ccc2oc(-c3ccc(F)cc3)nc2c1)c1ccccc1 | 0.1 | 13 | -0.3 | -17
COc1ccc(NC(=O)CSc2nnc(CNC(=O)c3ccc(S(=O)(=O)N(C)C)cc3)n2-c2cc(C)ccc2C)cc1 | 0.6 | 11 | -2.3 | -7
Cc1sc2ncn(CC(=O)N3CC(C)CC(C)C3)c(=O)c2c1C (configuration not stated) | -0.1 | 0 | -0.4 | 0
Cc1nc(N2CCC(C)CC2)c2c(C)c(C(=O)Nc3ccc(C)c(F)c3)sc2n1 | 0.1 | -11 | -0.1 | 2
CC(C)(C)N(Cc1ccccc1)C(=O)COC(=O)c1ccco1 | -0.3 | -4 | 3.0 | 2
CCS(=O)(=O)c1ncc(Cl)c(C(=O)Nc2cc(Cl)ccc2OC)n1 | 0.0 | -2 | 0.6 | -6
CCC(=O)N(Cc1ccco1)Cc1cc2ccccc2[nH]c1=O | 1.0 | 14 | -0.1 | 0
Cc1cc(NC(=S)N(CCCN2CCCCCC2)Cc2cccs2)ccc1Cl | 0.9 | 7 | 0.1 | 3
Cn1cc(C(=O)N2CCN(c3ccc(F)cc3)CC2)c2ccccc2c1=O | 0.2 | 3 | -1.9 | 2
COc1cccc(CC(=O)N2CCC(n3nc(C4CC4)ccc3=O)CC2)c1 | -0.1 | 16 | -0.8 | 1
OCCNCCOc1ccc(I)cc1 | -0.1 | 17 | 0.4 | 1
CCC(Sc1nc2cc3c(cc2c(=O)n1CCCCCC(=O)NCc1ccc2c(c1)OCO2)OCO3)C(=O)NCc1ccco1 (configuration not stated) | 0.2 | 0 | -0.4 | 0
COCCn1c(SCC(=O)N2CCCc3ccccc32)nnc1-c1ccco1 | 0.1 | 14 | 2.7 | 2
CC(=O)NC(CC(=O)OCC(=O)c1ccc(NC(=O)CC(C)C)cc1)c1ccccc1 (configuration not stated) | 0.1 | -4 | -1.7 | -2
Cn1c(NC(=O)Cc2ccc(F)cc2)cc(=O)n(C)c1=O | 0.1 | 10 | -0.4 | 7
Cc1cc(C)n(-c2ccc(Nc3ccc(NC(=O)c4cccc(F)c4)cc3)nn2)n1 | -0.1 | 0 | 0.7 | -20
Cc1cc(C)c2cc(C#N)c(NCCCn3ccnc3)nc2c1 | -0.1 | -5 | -0.1 | -7
Cc1ccc(-n2nc3c(c2NC(=O)c2cccc(Br)c2)CSC3)c(C)c1 | 0.0 | 16 | 0.8 | -3
COc1ccc(C)cc1NC(=O)Cn1cnc2sc(C)cc2c1=O | 0.1 | 16 | -0.5 | 5
COc1ccc(NC(=O)Cn2cnc3c(cnn3-c3ccccc3)c2=O)cc1OC | -0.1 | -2 | 0.1 | 16
Cc1ccc(C2C=C(c3ccc(I)cc3)Nc3nnnn32)cc1 (configuration not stated) | 0.4 | 10 | -1.1 | 6
O=C(CC1Sc2ccccc2NC1=O)Nc1ccccc1NC(=O)CC1Sc2ccccc2NC1=O (configuration not stated) | -0.2 | 13 | 0.3 | 16
CCc1ccccc1NC(=S)N(Cc1ccc(C)cc1)Cc1ccco1 | -0.1 | 6 | 0.3 | 3
Cc1cccc(/C=N/NC(=O)Cc2ccc(Cl)cc2)c1O | -0.4 | 13 | 0.2 | 8
COc1cc(C2C(C#N)=C(C)NC3=C2C(=O)CCC3)ccc1OC(C)=O (configuration not stated) | -0.1 | 10 | -0.2 | 2
COc1ccc(NC(=O)c2ccc(Br)s2)cc1OC | 0.0 | 0 | 8.8* | -29
O=C(O)c1cc2c3c(c1)C1C=CCC1C(c1cccc([N+](=O)[O-])c1)N3CC1CC=CC21 (configuration not stated) | 0.3 | 41 | -0.3 | 0
CCCNC(=O)C(=O)Nc1ccccc1 | 0.1 | 8 | -2.2 | -53
Cc1ccn2cc(CSC(=S)N3CCOCC3)nc2c1 | -0.1 | -7 | -1.0 | -27
CCn1nc(C(=O)Nc2nc3c(Cl)c(Cl)ccc3s2)cc1C | -0.1 | -13 | 0.3 | -4

Next section, overlapping the part above by 6 compounds.
mol | FBW7 act | MITF primary | GPR151 ag | TEAD-YAP block
COc1cc(C2C(C#N)=C(C)NC3=C2C(=O)CCC3)ccc1OC(C)=O (configuration not stated) | -0.1 | 10 | -0.2 | 2
COc1ccc(NC(=O)c2ccc(Br)s2)cc1OC | 0.0 | 0 | 8.8* | -29
O=C(O)c1cc2c3c(c1)C1C=CCC1C(c1cccc([N+](=O)[O-])c1)N3CC1CC=CC21 (configuration not stated) | 0.3 | 41 | -0.3 | 0
CCCNC(=O)C(=O)Nc1ccccc1 | 0.1 | 8 | -2.2 | -53
Cc1ccn2cc(CSC(=S)N3CCOCC3)nc2c1 | -0.1 | -7 | -1.0 | -27
CCn1nc(C(=O)Nc2nc3c(Cl)c(Cl)ccc3s2)cc1C | -0.1 | -13 | 0.3 | -4
Cc1ccc(N(C(=O)C2CCCO2)C2C=CS(=O)(=O)C2)cc1Cl (configuration not stated) | -0.1 | 7 | 4.4 | -2
S=C(NCc1ccco1)N(Cc1ccccc1)Cc1ccccc1 | -0.2 | 3 | 1.3 | 2
COc1cccc(C(=O)Oc2ccc(OCc3ccccc3)cc2)c1 | -0.1 | 2 | -2.4 | -22
CCOc1ccc(C(=O)NCc2ccco2)cc1OCC | 0.6 | 10 | -0.3 | 2
C(=N\c1nncs1)/Nc1nncs1 | -0.1 | -2 | 0.1 | -7
O=c1c2c(C3CCCCC3)csc2[nH]c(=S)n1CCN1CCOCC1 | -0.1 | -13 | -1.8 | 0
CCN(CC)S(=O)(=O)c1nnc(NC(=O)c2ccc(OC)c(OC)c2)s1 | 0.0 | 1 | 1.2 | -3
Cc1cccc(C)c1OCC(=O)Nc1ccc(S(=O)(=O)N2CCCC2)cc1 | -0.1 | -13 | -0.7 | 10
Cc1cc(N2C(=O)c3ccc(C(=O)N(C)Cc4ccccc4)cc3C2=O)no1 | 0.7 | 9 | -1.8 | -17
CCOCCCNC(=O)Cc1ccc(Cl)cc1 | -0.1 | -9 | -0.2 | 7
O=C(c1ccc(N2CCCC2=O)cc1)N1CCN(c2ccccn2)CC1 | 0.0 | -6 | -1.6 | -12
O=C(Cn1c(-c2ccccc2)nnc1-c1ccccc1)c1ccccc1 | 0.1 | -2 | -1.0 | -12
CCOC(=O)c1c(NC(=O)C2CC(c3ccccc3O)=NO2)sc2c1CCCC2 (configuration not stated) | -0.1 | -26 | 4.1 | -4
CCOC(=O)c1c(NC(=O)Nc2cccc(Cl)c2)sc(C)c1C | 0.0 | -15 | 0.2 | 2
CCCCCCCc1ccc(C(=O)Oc2ccc(C(=O)Oc3ccc(C#N)cc3)cc2)cc1 | 0.0 | 12 | -0.1 | 3
COCCN1C(=O)N(c2cccc(C)c2)C(=O)C1CC(=O)Nc1ccc(F)cc1 (configuration not stated) | -0.2 | 11 | 3.5 | 5
O=S(=O)(NCc1csc(-c2ccccc2)n1)c1ccc2ccccc2c1 | 0.1 | -8 | -1.8 | -2
CCC(=O)N(CCC(c1ccc2c(c1)OCO2)c1ccccc1OC)Cc1ccc(OC)cc1 (configuration not stated) | -0.1 | -4 | 1.5 | -19
Cc1ccc(Cl)cc1N(CC(=O)Nc1cccc(C(F)(F)F)c1)S(C)(=O)=O | -0.1 | -3 | 3.1 | 3
O=C(CC1(O)C(=O)N(Cc2ccccc2Cl)c2ccccc21)c1ccccc1 (configuration not stated) | -0.1 | -6 | 0.7 | -3
COc1ccc(NC(=O)Cn2c(=O)n(CCc3ccccc3)c(=O)c3ccccc32)cc1 | 0.1 | 4 | -0.3 | -8
COc1cc(Cl)c(C)cc1NC(=S)N(CCCN1CCCC1)Cc1ccco1 | -0.2 | -4 | 0.4 | -10
COC(=O)c1ccc(/C=C2/NC(=O)NC2=O)cc1 | -0.1 | -2 | -0.7 | -7
CC(C)C(C)NC(=O)Cn1cnc2cc([N+](=O)[O-])ccc2c1=O (configuration not stated) | -0.2 | -1 | 0.7 | 8
CCc1ccc(NC(=O)COc2ccc(F)cc2)cc1 | -0.2 | 5 | 1.1 | -20
O=C(/C=C/c1ccccc1[N+](=O)[O-])N1CCc2ccccc2C1 | -0.2 | 6 | 0.7 | -26
Cc1ccc(-c2nc3ccc(C(=O)NC4CCCC(C)C4C)cc3nc2-c2ccc(C)cc2)cc1 (configuration not stated) | 0.3 | -3 | 1.7 | -2
CCOC(=O)C1CCN(CCC(=O)Nc2ccc(Cl)cc2)CC1 | 0.1 | 5 | 0.9 | -1
CCn1nc(C(=O)NNS(=O)(=O)c2cc(Cl)ccc2Cl)c2ccccc2c1=O | -0.1 | -1 | 0.0 | -5
COC(=O)c1c(C)oc2cc(Br)c(OC(=O)c3ccco3)cc12 | 0.1 | -5 | 0.2 | 4
CC(C)=C1SC(N2CCOCC2)=NC1=O | 0.1 | 1 | 0.0 | 0
CCCc1[nH]n(-c2ccc(F)cc2)c(=O)c1C=NCCc1ccc(OC)cc1 | -0.1 | 0 | -1.2 | -1
Cc1cc(C)nc(SCC(=O)c2c(-c3ccccc3)[nH]c3ccccc23)n1 | 0.4 | 0 | -1.2 | 3
CC(C)CC(C(=O)N1CCN(c2ccccc2F)CC1)N1Cc2ccccc2C1=O (configuration not stated) | 0.7 | 15 | 1.5 | 2
O=C(Nc1ccc2c(c1)OCO2)c1ccc[n+]([O-])c1 | 0.0 | 3 | -0.5 | -7
NS(=O)(=O)c1ccc(NC(=S)NC(=O)/C=C/c2ccc(Br)cc2)cc1 | -0.1 | -2 | 1.2 | -4
Cc1ccc2c(cnn2C(=O)CCC(=O)O)c1 | 0.1 | -10 | 0.4 | 2
Cc1ccc(C(=O)NC(=S)NCc2ccco2)cc1[N+](=O)[O-] | -0.3 | 3 | 0.2 | 2
Nc1nc(-c2ccc3c(c2)Cc2ccccc2-3)cs1 | 0.1 | 6 | -0.3 | -44
Cc1ccc(-c2nc(=S)c3c(n2CCN2CCOCC2)CC(C)(C)OC3)cc1 | -0.5 | 9 | 0.1 | 8
CCOc1ccc(-c2[nH]nc3c2C(c2cccs2)C(C#N)=C(N)O3)c(OCC)c1 (configuration not stated) | 0.0 | 10 | 1.4 | 4
COC(=O)C1=C(C)N(C)C(=O)NC1c1cccc(Oc2ccccc2)c1 (configuration not stated) | 0.2 | 20 | 0.3 | 5
Cc1ccc(C)c(Nc2cc(C(=O)NCCN3CCOCC3)c3ccccc3n2)c1 | 0.5 | 18 | -1.3 | 8
O=C1NC(=S)S/C1=C\c1ccccc1F | 0.1 | 10 | -2.3 | -10
O=C(NCc1ccc2c(c1)OCO2)c1ccc(C(=O)c2ccccc2)cc1 | 0.0 | 3 | 1.9 | 3
COC1OC2COC(C)(C)OC2C(O)C1NC(C)=O (configuration not stated) | -0.2 | -10 | 0.2 | -2
CCOc1ccccc1/C=N\NC(=O)c1nnn(-c2nonc2N)c1CN1CCOCC1 | -0.1 | -5 | 0.8 | -2
Cc1cc(C)c(S(=O)(=O)Nc2cc3c(C(=O)OCc4ccccc4)c(C)oc3c3ccccc23)c(C)c1 | 0.2 | 5 | -1.0 | 2
COc1cc(Nc2ncnc3nc(N4CCOCC4)[nH]c23)cc(OC)c1OC | 0.2 | 8 | -1.8 | -3
COc1ccc(N2CCN(c3ncnc4c3c(-c3ccccc3)cn4-c3ccccc3)CC2)cc1 | 0.3 | 11 | -0.9 | -1
Cc1[nH]nc2oc(=O)c(CCO)c(C)c12 | 0.7 | -2 | -1.4 | 9
Cc1cc(N2CCN(C(=O)c3cc4ccccc4oc3=O)CC2)nc(NC2CCCCC2)n1 | 0.5 | 13 | -0.7 | 6
CC(C)(C)c1ccc(-c2nc3cc(NC(=O)c4cc([N+](=O)[O-])ccc4Cl)ccc3o2)cc1 | 0.1 | -6 | -0.1 | 20
CCOC(=O)C1(Cc2ccc(Cl)cc2)CCN(Cc2nc[nH]c2C)CC1 | 0.3 | -8 | 0.2 | 0
Cc1ccc(CN2CCC3(CC2)NC(=O)N(Cc2ccc(F)cc2)C3=O)cc1 | 0.8 | 13 | 0.2 | 0

Quoted at random: 3 entries already listed.
mol | FBW7 act | MITF primary | GPR151 ag | TEAD-YAP block
Cc1ccc2c(cnn2C(=O)CCC(=O)O)c1 | 0.1 | -10 | 0.4 | 2
CC(C)(C)c1ccc(-c2nc3cc(NC(=O)c4cc([N+](=O)[O-])ccc4Cl)ccc3o2)cc1 | 0.1 | -6 | -0.1 | 20
CC(C)=C1SC(N2CCOCC2)=NC1=O | 0.1 | 1 | 0.0 | 0

Screening data as filed in PubChem.
